From PubChem BioAssay
Salmonella PhoP GFP: PhoP regulon inhibitors, Salmonella typhi PhoP promoter GFP reporter, confirmatory (AID 1850). Salmonella Typhi PhoP-promoter GFP reporter, fluorescence, 4 h; higher % means a stronger effect. 0.33% of 310,000 active. inhibition, % at 50 µM; hits with a dose series show IC50 in µM; in the data active means a potency from the dose series; inconclusive means inhibition mostly from about 25% at the one dose, without a potency; inactive means the rest, 99 in 100 with inhibition below about 19%;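 further: 0% = induced wells with vehicle and 100% = uninduced wells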
inhibitors of VEEV: inhibitors of VEEV TC-83 cytopathic effect, confirmation, Vero cells (AID 588727) | Vero cells, VEEV TC-83 cytopathic effect inhibition; higher % means a stronger effect | inhibition, % at 20 µM, or IC50 in µM where a hit was titrated | 0.13% of 350,000 active; in the data active means a potency from the dose series; inconclusive means inhibition mostly from about 14% at the one dose, without a potency; inactive means the rest, 99 in 100 with inhibition below about 12%; further: strong numbers were not always called active
M. tuberculosis: growth inhibition of non-replicating M. tuberculosis (AID 488890); Mycobacterium tuberculosis non-replicating, growth inhibition; higher % means a stronger effect; inhibition, % at 25 µM; hits with a dose series show IC50 in µM; 0.39% of 320,000 active; in the data active means a potency from the dose series; inconclusive means inhibition mostly from about 82% at the one dose, without a potency; inactive means the rest, 99 in 100 with inhibition below about 76%;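 further: plate controls were DMSO cells for no effect and high antibiotic wells for full effect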
M. tuberculosis HTS: M. tuberculosis growth inhibition, HTS (AID 449762) | M. tuberculosis H37Rv growth inhibition, 7H9 media; higher % means a stronger effect | one-dose inhibition, % at 25 µM; IC50 in µM for titrated hits | 0.59% of 330,000 active; in the data active means a potency from the dose series; inconclusive means inhibition above about 70% without an active follow-up result;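 further: bacterial growth assessed after seven days of incubation; strong numbers were not always called active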
H1N1 NS1A inhibition: H1N1 influenza NS1A inhibitors, functional cell based assay (AID 504329) | NS1A functional cell-based assay, percent inhibition; higher % means a stronger effect | inhibition, % at 12.5 µM; hits with a dose series show IC50 in µM | 0.3% of 340,000 active; in the data active means a potency from the dose series; inconclusive means inhibition above about 27% without an active follow-up result; further: strong numbers were not always called active
inhibitors of VEEV 10K pilot screen: second read-out of inhibitors of VEEV, no call of its own (marks repeat the call); inhibition, %; measured here: 10K pilot screen inhibition
An asterisk follows results filed as active; i = inactive; ? = inconclusive; . = not tested or not shown.

SMILES	Salmonella PhoP GFP	inhibitors of VEEV	M. tuberculosis	M. tuberculosis HTS	H1N1 NS1A inhibition	others
Cc1csc(CN(C)C(=O)CC2C(=O)NCCN2Cc2ccc(-c3ccccc3)cc2)n1 (stereo not given)	6%	10%	25%	29%	2%
Cc1ccc(C(=O)NCCSCc2ccccc2)cc1[N+](=O)[O-]	14%	1.2%	41%	0%	9%
CC(C)C(c1nnnn1C1CCCCC1)N1CCOCC1 (stereo not given)	-4%	2.0%	-2%	4%	-1%
COc1ccc(CC(=O)OCN2C(=O)c3ccccc3C2=O)cc1OC	-10%	0.8%	-8%	-10%	1%
CC1(c2ccc3c(c2)OCO3)NC(=O)N(CC(=O)c2ccc[nH]2)C1=O (stereo not given)	2%	10%	14%	-8%	-15%
CCOC(=O)c1cnc(-n2nc(C)cc2C)nc1NC1CCCC1	-1%	i	?	?	-18%
O=C(CCN1CCOCC1)c1ccc(Cl)cc1	5%	?	7µM*	?	9%
O=C(Nn1cnnc1)c1cccc(S(=O)(=O)N2CCOCC2)c1	7%	0.8%	4%	4%	-3%
Cn1c2c(c(=O)n(C)c1=O)C1c3ccccc3OCC1C(C)(C)O2 (stereo not given)	-6%	i	-1%	-7%	12%
Cc1ccc(NS(=O)(=O)c2cccc(C(=O)NCCCN3CCCC3=O)c2)cc1	-5%	1.1%	5%	3%	-12%
CN1CCN(C2Cc3ccc(F)cc3Sc3cc(F)c(Cl)cc32)CC1 (stereo not given)	8%	2.5%	?	?	8%
OC(CNCc1ccc(Cl)c(Cl)c1)c1ccccc1 (stereo not given)	21%	i	31%	-4%	-12%
CC1(C(=O)OCC(=O)N2c3ccccc3Sc3ccccc32)CC1(Cl)Cl (stereo not given)	-6%	1.1%	26%	3%	-2%
C=CCSc1nnc(NC(=O)c2c(CC)noc2C)s1	1%	1.5%	50%	-4%	-14%
O=C(CSc1nc(-c2ccccc2)ns1)N1CCOCC1	2%	0.1%	?	?	-1%

Reprinted at random: 5 records from the list, in no set order.
SMILES	Salmonella PhoP GFP	inhibitors of VEEV	M. tuberculosis	M. tuberculosis HTS	H1N1 NS1A inhibition	others
O=C(CSc1nc(-c2ccccc2)ns1)N1CCOCC1	2%	0.1%	?	?	-1%
Cn1c2c(c(=O)n(C)c1=O)C1c3ccccc3OCC1C(C)(C)O2 (stereo not given)	-6%	i	-1%	-7%	12%
CC(C)C(c1nnnn1C1CCCCC1)N1CCOCC1 (stereo not given)	-4%	2.0%	-2%	4%	-1%
O=C(Nn1cnnc1)c1cccc(S(=O)(=O)N2CCOCC2)c1	7%	0.8%	4%	4%	-3%
O=C(CCN1CCOCC1)c1ccc(Cl)cc1	5%	?	7µM*	?	9%

The listing picks up, repeating the 4 entries before the break.
SMILES	Salmonella PhoP GFP	inhibitors of VEEV	M. tuberculosis	M. tuberculosis HTS	H1N1 NS1A inhibition	others
OC(CNCc1ccc(Cl)c(Cl)c1)c1ccccc1 (stereo not given)	21%	i	31%	-4%	-12%
CC1(C(=O)OCC(=O)N2c3ccccc3Sc3ccccc32)CC1(Cl)Cl (stereo not given)	-6%	1.1%	26%	3%	-2%
C=CCSc1nnc(NC(=O)c2c(CC)noc2C)s1	1%	1.5%	50%	-4%	-14%
O=C(CSc1nc(-c2ccccc2)ns1)N1CCOCC1	2%	0.1%	?	?	-1%
O=C1/C(=C\c2ccc(Cl)c(Cl)c2)CN(C(=O)CCN2CCOCC2)C/C1=C/c1ccc(Cl)c(Cl)c1	.	i	.	.	3%
CCN(CC)c1ccc2cc(C(N)=O)c(=O)oc2c1	9%	i	10%	10%	4%
Cc1nn(S(=O)(=O)c2ccc(Cl)cc2)c(C)c1Sc1ccc([N+](=O)[O-])cc1	-1%	i	-1%	-5%	1%
N#Cc1cnn2ccn(C3OC(CO)C(O)C3O)c12 (stereo not given)	-4%	11%	-13%	2%	19%
O=C(CN1CCOCC1)NNC(=O)c1ccc(Cl)cc1	.	2.3%	6%	1%	-8%
O=C(c1cc(F)ccc1F)C1CCCN(C(=O)CCN2CCCCO2)C1 (stereo not given)	-4%	0.8%	-1%	-4%	-5%
COc1ccc(C2=CC(=O)OC3(CCCC3)O2)cc1	4%	5.2%	-5%	-6%	-6%
C/C(=N/NC(=O)CNC(=O)c1ccco1)c1ccc(Cl)cc1	-8%	3.1%	-7%	-1%	9%
Cc1nn(-c2ccccc2)c(/N=C/c2ccccc2O)c1-c1ccccc1	-9%	0.4%	-1%	-11%	1%
COc1ccc(N2CCN(C(=O)CSc3ncnc4c3cnn4-c3ccc(OC)cc3)CC2)cc1	.	0.2%	.	.	-19%
O=C(Nc1cnccn1)Nc1ccc(Cl)cc1Cl	6%	i	-17%	5%	3%
C(=C(c1ccccc1)c1ccccc1)c1ccccn1	0%	i	-4%	43%	1%
Cc1cnc(NC(=O)CSCc2c(C)noc2C)s1	.	1.3%	5%	1%	-17%
CCN(c1ccc(OC)cc1)S(=O)(=O)N1CCCC(C(=O)NCc2cccc(C)c2)C1 (stereo not given)	3%	0.5%	22%	-4%	-3%
CCN1CCN(CC(=O)N2N=C(c3cccs3)CC2c2ccc(C)cc2)C(=O)C1=O (stereo not given)	-20%	0.4%	4%	13%	0%

Overlap with the part before: 3 entries, followed by the next part.
SMILES	Salmonella PhoP GFP	inhibitors of VEEV	M. tuberculosis	M. tuberculosis HTS	H1N1 NS1A inhibition	others
Cc1cnc(NC(=O)CSCc2c(C)noc2C)s1	.	1.3%	5%	1%	-17%
CCN(c1ccc(OC)cc1)S(=O)(=O)N1CCCC(C(=O)NCc2cccc(C)c2)C1 (stereo not given)	3%	0.5%	22%	-4%	-3%
CCN1CCN(CC(=O)N2N=C(c3cccs3)CC2c2ccc(C)cc2)C(=O)C1=O (stereo not given)	-20%	0.4%	4%	13%	0%
Cc1ccc(NC2c3ncccc3C(=O)N2Cc2cccs2)cc1 (stereo not given)	-7%	0.2%	65%	10%	2%
Cc1ccc(NC(=O)COC(=O)c2ccc3c(c2)NC(=O)C2CCCN32)cc1 (stereo not given)	-10%	2.5%	22%	-15%	-1%
O=C(NC1CCCCC1)C(c1cccnc1)N(C(=O)c1csnn1)c1ccccc1 (stereo not given)	9%	0.3%	-19%	-3%	4%
Cc1cc(SCC(=O)OCC(=O)N2CCCC2=O)c(C)cc1Br	7%	1.5%	74%	15%	-17%
COC(=O)C1=C(c2ccc(Cl)c(C(F)(F)F)c2)C[C@@H]2CC[C@H]1N2C(=O)NCCOc1ccccc1Cl	.	8.5%	9%	3%	4%
O=C(Cn1ncc2c([nH]c3ccccc32)c1=O)N1CCN(c2ccc(F)cc2)CC1	-3%	0.6%	-5%	-9%	-11%
COc1ccc(CCNC(=O)c2cnc3ccccc3n2)cc1	-18%	2.8%	74%	4%	7%
O=C(Cn1c(C(=O)N2CCN(C3CCCCC3)CC2)cc2sccc21)c1ccccc1	5%	i	60%	69%	-1%
COc1cccc(Cn2c(NCc3cccnc3)nc3c2c(=O)n(C)c(=O)n3C)c1	12%	7.5%	-24%	6%	-10%
Cc1nc(Cl)sc1C(=O)Nc1ccccc1	-3%	i	.	4%	-3%
CCOCCc1nn2c(=O)cc(CSCC(=O)Nc3cc(C)cc(C)c3)nc2s1	-18%	6.7%	16%	1%	-3%
CC(C)Oc1ccccc1C1Nc2ccccc2C(=O)N1c1ccc2c(c1)OCCO2 (stereo not given)	-18%	1.1%	49%	3%	4%
COc1ccc(C2C(=O)N(CCc3ccccc3)CC(=O)N2C2CCCC2)cc1 (stereo not given)	-4%	0.3%	21%	-7%	0%	inhibitors of VEEV 10K pilot screen=0.8
C=CCn1c(SCC(=O)NC2CCS(=O)(=O)C2)nnc1-c1ccncc1 (stereo not given)	8%	0.5%	0%	8%	-10%
COc1cccc(NC(=O)CN(c2cccc(OC)c2)S(C)(=O)=O)c1	3%	1.2%	-2%	-2%	.
O=C(OCCN1CCN(c2ncc(C(F)(F)F)cc2Cl)CC1)c1ccc(F)cc1	12%	0.6%	60%	13%	-1%
O=C(CC(NCCc1ccccc1)C(=O)O)Nc1ccc(O)cc1 (stereo not given)	-6%	.	16%	-6%	.
NC(=O)c1cc([N+](=O)[O-])cc([N+](=O)[O-])c1	.	i	.	.	1%
Nn1c(SCC(=O)NC2CCS(=O)(=O)C2)nc2scc(-c3ccccc3)c2c1=O (stereo not given)	.	4.6%	23%	1%	10%
Cc1cc(OCC(=O)Nc2sc3c(c2C#N)CC(C)(C)NC3(C)C)c(C(C)C)cc1Cl	0%	4.2%	13%	-2%	-14%
COc1cc(/C=N/NC(=O)c2ccc3ccccc3c2)ccc1Oc1ccc([N+](=O)[O-])cn1	-6%	0.3%	8%	69%	-2%
O=C(CCCN1C(=O)C(c2ccccc2)Oc2cccnc21)NCc1ccc(F)cc1 (stereo not given)	7%	0.3%	-3%	1%	-10%
CCOc1ccc(NS(=O)(=O)c2ccc(C(=O)N(C)Cc3cccc(OC)c3OC)cc2)cc1	-1%	3.4%	17%	2%	-13%
CCCCOc1ccc(C(=O)NCC(=O)OC2CCOC2=O)cc1 (stereo not given)	5%	0.3%	3%	-5%	4%
O=C1C2Sc3[nH]c(=O)sc3C(c3cc([N+](=O)[O-])ccc3O)C2C(=O)N1c1ccccc1 (stereo not given)	-7%	0.9%	-18%	3%	-7%
O=S(=O)(Nc1ccccc1)c1ccc(NS(=O)(=O)c2cccs2)cc1	-10%	2.2%	-4%	5%	-9%
COc1cccc(N(CC(=O)NCCSc2ccccc2)S(C)(=O)=O)c1	12%	i	-2%	-5%	5%
Cn1c(Cc2csc(N)n2)nnc1SCC(=O)NC1CCCCC1	0%	1.7%	-5%	-7%	4%
CCOC(=O)c1ccc(NC(=O)COc2ccc(CNCCO)cc2OCC)cc1	2%	2.4%	50%	-2%	-6%
COc1ccccc1CCC(=O)NNC(=O)c1ccc(Br)cc1	11%	i	-11%	2%	-1%
Cc1noc(C)c1C(=O)Nc1nnc(-c2ccccc2)s1	-3%	2.4%	30%	5%	1%
O=C(c1ccc(S(=O)(=O)N2CCOCC2)cc1)N1CCN(c2ccccc2F)CC1	-2%	3.8%	7%	5%	7%
O=C(Nc1ccnn1C1CCN(C(=O)c2cnsn2)CC1)c1cccc(F)c1	-3%	1.2%	-2%	-10%	-2%
O=C(CS(=O)(=O)c1cn(Cc2ccc(F)cc2)c2ccccc12)N1CCCCC1	7%	0.4%	5%	-6%	0%
Cc1cc2c(N=NC(=O)C3CC3c3ccccc3)c(O)[nH]c2cc1Br (stereo not given)	-7%	12%	23%	10%	-11%
CCc1ccccc1NC(=O)CN1CCN(C(=O)CCC(=O)N2CCC(c3ccccc3)=N2)CC1	.	6.8%	23%	-3%	0%
CCCONC(=O)Nc1ccccc1[N+](=O)[O-]	2%	0.6%	0%	5%	-7%

Compounds shown so far that contain a cyano group, in the order listed:
SMILES	Salmonella PhoP GFP	inhibitors of VEEV	M. tuberculosis	M. tuberculosis HTS	H1N1 NS1A inhibition	others
N#Cc1cnn2ccn(C3OC(CO)C(O)C3O)c12 (stereo not given)	-4%	11%	-13%	2%	19%
Cc1cc(OCC(=O)Nc2sc3c(c2C#N)CC(C)(C)NC3(C)C)c(C(C)C)cc1Cl	0%	4.2%	13%	-2%	-14%
